Assay outcomes from PubChem.
KB-V1 cytotox: KB-V1 MDR subline cytotoxicity; 400,000 tested, 3.4% active; Potency, µM (highest dose often 46.1 µM), inactives show at the top dose activity change, negative = cytotoxicity, most hits filed as cytotoxic; AID 1347076; KB-V1 MDR cells viability, CellTiter-Glo, 72 h; note: potency is the fitted concentration of half-maximal effect; % is set by controls: 0 for no effect and ±100 for the full control effect; nearly all actives have a fitted effect of over 60% in size
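Following 72 h at 37 degrees C with compound, KB-V1 cell viability was read by CellTiter-Glo luminescence, medium being phenol-red-free DMEM plus 10% FBS; concentration-response parameters came from normalized, curve-fitted qHTS data.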
GLP1R cytotox: cytotoxicity counter-screen for GLP-1 receptor inverse agonists. Potency, µM (highest dose often 38.3 µM), inactives show at the top dose activity change, negative = inhibition, most hits filed as inhibitors. HEK293 cAMP-luciferase reporter cells, luminescence, 24 h. AID 624418. 410,000 tested, 0.13% active;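 note: loss of luciferase light is scored as toxicity; potency is the fitted concentration of half-maximal effect; % is set by controls: 0 for no effect and ±100 for the full control effect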
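Here, cytotoxicity is scored as loss of luminescence. The MLSMR collection was tested on cells seeded in medium containing 10% Nu serum, with a 24 hr compound exposure preceded by 12 hours of culture.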
DRD3 antagonist: blocks the human D3 dopamine receptor | P35462 | D3R cells, DiscoveRx beta-arrestin luminescence, antagonist mode; active compounds read low | max response, negative = inhibition, % | 360,000 tested, 2.5% active | AID 652054; in the data active = max response below about -50%; inconclusive = no clear call, values can overlap the other calls; note: % is set by controls: 0 for no effect and ±100 for the full control effect; mostly tested at two doses, the higher about 12 µM
Target sequence (P35462 whole entry, looked up): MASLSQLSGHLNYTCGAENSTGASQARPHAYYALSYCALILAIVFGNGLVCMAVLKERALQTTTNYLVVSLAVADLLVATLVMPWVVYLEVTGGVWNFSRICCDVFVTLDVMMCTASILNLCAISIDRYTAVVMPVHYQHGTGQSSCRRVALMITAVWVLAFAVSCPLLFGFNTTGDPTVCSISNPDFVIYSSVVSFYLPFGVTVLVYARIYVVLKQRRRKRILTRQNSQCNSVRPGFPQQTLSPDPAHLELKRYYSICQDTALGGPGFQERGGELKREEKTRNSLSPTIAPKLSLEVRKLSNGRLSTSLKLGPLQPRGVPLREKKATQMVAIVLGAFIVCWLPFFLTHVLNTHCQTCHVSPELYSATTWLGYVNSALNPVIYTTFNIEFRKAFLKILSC
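Cells expressing the human receptor were seeded at 1500 cells/well, incubated overnight at 37 degrees C in 5% CO2, then exposed to library compounds with dopamine controls for 90 minutes at 37 degrees C before luminescent detection.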
GLP1R ag: agonists of human GLP-1 receptor | P43220 | HEK293 GLP-1R CRE-luciferase, luminescence, 4-6 h; cells express a hypersensitive GLP-1R form | Potency, µM (titrated, usually from 45.6 µM), for the others: at the top dose activation, usual class: activators | 380,000 tested, 0.007% active | AID 624172; note: potency is the fitted concentration of half-maximal effect; % of control where 0% means no effect
Target sequence (P43220 whole entry, looked up): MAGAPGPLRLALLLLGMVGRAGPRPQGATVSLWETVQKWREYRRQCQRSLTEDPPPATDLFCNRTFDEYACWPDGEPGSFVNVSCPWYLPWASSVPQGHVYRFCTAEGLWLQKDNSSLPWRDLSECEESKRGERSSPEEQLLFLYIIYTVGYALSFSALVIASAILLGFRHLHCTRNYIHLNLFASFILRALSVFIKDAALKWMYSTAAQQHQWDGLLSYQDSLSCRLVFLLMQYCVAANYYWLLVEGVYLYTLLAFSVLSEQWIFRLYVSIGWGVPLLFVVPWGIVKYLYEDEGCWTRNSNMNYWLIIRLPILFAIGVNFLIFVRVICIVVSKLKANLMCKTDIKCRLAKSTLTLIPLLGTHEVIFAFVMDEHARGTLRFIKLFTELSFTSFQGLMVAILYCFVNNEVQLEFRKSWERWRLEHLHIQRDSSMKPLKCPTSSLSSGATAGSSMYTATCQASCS
PTHR1 ag: activates the human parathyroid hormone receptor PTHR1; Q03431; HEK293 GP2 PTHR1 cells, GloSensor cAMP luminescence, 1 h; Potency, µM (titrated, usually from 115 µM), inactives show at the top dose activation, hits mostly activators; 410,000 tested, 0.075% active; note: potency is the fitted concentration of half-maximal effect; nearly all actives have a fitted effect of over 55% in size; some results filed as inactive show a strong effect at the top dose; inactives centre near -15; many of its hits are not listed in these tables
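HEK-293-derived GP2 cells expressing PTHR1 and a GloSensor cAMP reporter, 3,000/well, plated overnight, given luciferin plus IBMX (each 0.5 mM as added) for 1 h at 37 °C, then compound for 1 h at 37 °C. Luminescence was read after 15 min at room temperature.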
D3 ag: agonists of human D3 dopamine receptor | P35462 | D3R DiscoveRx beta-arrestin cells, luminescence, 90 min | 410,000 tested, 0.58% active | max activation, %; in the data active = max activation above about 30%; note: 0% is about no effect; mostly tested at two doses, the higher about 12 µM
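Cells at 1500/well, incubated overnight, then treated with pinned compounds (dopamine as control) for 90 min at 37 degrees C. DiscoveRx reagent added for 30 - 60 minutes at room temperature; luminescence read.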
aSyn yeast inh: inhibitors of alpha-synuclein toxicity in yeast; AID 652106; Potency, µM (top dose mostly 46.1 µM), for the others: top-dose growth rescue (activation), most hits filed as activators; Yeast expressing alpha-synuclein, growth rescue, BacTiter-Glo, 24 h; 370,000 tested, 0.14% active; note: potency is the fitted concentration of half-maximal effect; % of control where 0% means no effect; nearly all actives have a fitted effect of over 65% in size
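Rescue of yeast growth: cells expressing toxic alpha-synuclein, induced in galactose at OD600 0.02, incubated with compound 24 h at 30 C. ATP luminescence quantified growth; inhibitors of toxicity appear as activators.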
TDP-43 yeast inh: rescues yeast growth from TDP-43 toxicity | TDP-43 expressing yeast growth rescue, BacTiter-Glo, 24 h | Potency, µM (doses to about 46.1 µM), for inactives: at the highest dose growth rescue (activation), actives largely listed as activators | 410,000 tested, 1.8% active | AID 652104; note: potency is the fitted concentration of half-maximal effect; % of control where 0% means no effect; nearly all actives have a fitted effect of over 50% in size
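Galactose-induced TDP-43 yeast, OD600=0.02, compound pinned; 24 hr, 30 deg C; BacTiter-Glo luminescence for growth. Inhibitors of TDP-43 toxicity read as activators.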
GLP-1R inv ag: GLP-1 receptor (human) inverse agonism; P43220; HEK293 GLP-1R CRE-luciferase, luminescence, 24 h; GLP-1R form is constitutively active; Potency, µM (titrated, usually from 38.3 µM), inactives show top-dose activity change, negative = inhibition, most hits filed as inhibitors; 410,000 tested, 1.6% active; AID 624417; note: potency is the fitted concentration of half-maximal effect; % is set by controls: 0 for no effect and ±100 for the full control effect; nearly all actives have a fitted effect of over 55% in size
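Cells are plated, allowed 12 hours at 37 deg C, then treated with compounds for 24 hr before luciferase detection reagent is added and luminescence is read after 12 min at room temperature. The HEK293 line carries constitutively active GLP-1R with a cAMP-responsive reporter.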
The depositor's hits bear a star; i = inactive; u = inconclusive; x = no result given; [ ] = remark or other dose. Unless noted, calls come from the whole dose curve; as a rule, active = well fitted curve in the direction sought with a large enough effect; inconclusive = small, poorly fitted or top-dose-only effect, or another doubt; inactive = no such curve, though single readings can be large; an effect the other way counts as inactive or inconclusive.

Values run as follows: KB-V1 cytotox	GLP1R cytotox	DRD3 antagonist	GLP1R ag	PTHR1 ag	D3 ag	aSyn yeast inh	TDP-43 yeast inh	GLP-1R inv ag
COc1ccc(NC(=O)C2CCN(c3nnnn3-c3ccccc3)CC2)cc1
    u	-30%	-18	-2%	i	-4	-3%	3%	-6%
COc1ccc(OC)c(C(=O)CSc2nnc(-c3cccnc3)n2C)c1
    -9%	-11%	-8	4%	i	-7	-19%	0%	11%
O=C(O)c1ccccc1
    u	1%	11	-4%	-1%	9	4%	0%	13%
CCCCCNC(=O)c1cc(S(=O)(=O)N2CCCC2)ccc1F
    -14%	-11%	1	1%	i	6	1%	0%	-1%
CCC(C)(C)n1nnnc1C(c1ccc(O)c(OC)c1)N1CCc2ccccc2C1 (stereo not given)
    0%	-1%	u	7%	i	-35	-10%	15%	-20%
Cc1cc(/C=N/n2cnnc2)c(C)n1-c1ccc2c(c1)OCO2
    5.2µM*	-7%	13	-1%	-12%	-7	8%	-10%	0%
CC(C)Oc1cccc(C(=O)C2CCCN(C(=O)c3noc4c3CCCC4)C2)c1 (stereo not given)
    -10%	0%	22	23%	-25%	1	1%	-8%[9.22 µM]	u
C[C@H]1CN([C@@H](C)CO)C(=O)CCCn2nncc2CO[C@@H]1CN(C)Cc1ccccc1
    -7%	-7%	30	0%	i	6	0%	10%	15%
O=C(NCCN1CCOCC1)C(=O)NCC1OCCN1S(=O)(=O)c1ccccc1 (stereo not given)
    u	5%	5	-5%	i	-3	-1%	-1%	2%
Cc1ccc(-c2cc(=O)[nH]c3ccccc23)cc1
    -11%	-15%	3	17%	-2%	-4	3%	26%	18%
O=C(C1CCCN(Cc2ccccc2F)C1)N1CCCCC1 (stereo not given)
    -5%	17%	-22	1%	i	-29	-1%	-2%	-2%
CC(CC(C)C(=O)Nc1ccccc1C(C)(C)C)C(=O)O (stereo not given)
    -16%	8%	13	10%	i	-2	-1%	14%	-3%
O=C(COC(=O)c1ccc(S(=O)(=O)NCc2ccco2)cc1)NCc1ccc(F)cc1
    u	-4%	-20	5%	i	-13	-8%	-3%	15%
COc1ccc(C(C)(O)c2nc(-c3ccncc3)cs2)cc1 (stereo not given)
    u	-26%	-20	3%	-16%	-6	-3%	10%	-44%
CCOc1ccc(N2CC(c3nc4ccccc4n3Cc3cccc(Cl)c3)CC2=O)cc1 (stereo not given)
    10%	3%	x	x	i	-1	x	27%	-8%
Cn1c(CN2CCCC2)nc2cc(NC(=O)COc3ccccc3)ccc21
    -6%	14%	-3	-4%	-1%	-33	-11%	8%	-31%
COc1ccc(C(=O)COC(=O)c2ccccc2O)c(OC)c1
    0%	2%	10	-2%	-66%[inhibitor]	4	0%	29%	u
COc1ccc(CCNC(=O)C(C)n2nc(C)c3sc4ccccc4c3c2=O)cc1OC (stereo not given)
    -3%	6%	x	x	u	-13	x	8%	-7%
CCOC(=O)C1CSc2[nH]c(=O)sc2C1c1ccccc1 (stereo not given)
    6%	4%	u	9%	-22%	4	9%	u	10%
Cn1cccc1Cc1nnc(SCC(=O)N2CCCc3ccccc32)n1-c1ccc(F)cc1
    0%	-14%	-11	1%	-16%	-8	-1%	0%	u
COc1ccc(-c2n[nH]c(=S)n2N)c(OC)c1
    0%	1%	-1	-3%	i	-3	-10%	5%	18%
Cc1cn(-c2ccc(Br)cc2)[nH]c1=O
    -3%	12%	-10	-1%	i	-5	-20%	-16%	15%
N/C(=N\OC(=O)c1ccc(Cl)cc1Cl)c1cccnc1
    u	7%	19	-4%	-6%	0	4%	13µM*	6%
CC(C)C(NC(=O)c1ccc(C(C)(C)C)cc1)C(=O)Nc1cccc(S(N)(=O)=O)c1 (stereo not given)
    6%	16%[0.307 µM]	-5	-4%	-5%	2	2%	-13%	15%[0.307 µM]
COc1ccc(N2CCN(c3ncnc4c3cnn4-c3ccc(C)cc3C)CC2)cc1
    4.6µM*	-8%	9	-5%	-40%[inhibitor][57.5 µM]	12	0%	2%	8%
CC(CC(=O)NC1CCCCC1)S(=O)(=O)c1ccc2c(c1)CCN2C(=O)C1CC1 (stereo not given)
    -9%	6%	-7	-3%	-23%	2	-5%	-6%	16%
COc1ccccc1-n1ccnc(SCC(=O)NCCc2ccccc2)c1=O
    -2%	-8%	-7	-3%	-1%	-11	4%	10%	-6%
Cc1c(CN(C)C(=O)CSc2nc(-c3ccco3)cc(C(F)(F)F)n2)cnn1C
    -27%	1%	-15	18%	-26%	-6	3%	-19%	33%[activator]
O=C(COC(=O)CNC(=O)c1ccccc1)NCc1ccc2c(c1)OCO2
    x	15%	0	-1%	i	-3	3%	15%	2%
Cc1nccn1-c1ccc(NC(=O)[C@H]2O[C@@H](n3cnc4c(N)ncnc43)[C@H](O)[C@@H]2O)cc1
    -11%	-5%	10	10%	i	7	-8%	25%	32%[activator]
Cc1cccc(C)c1OC(=O)CN1C(=O)c2ccccc2C1=O
    u	-18%	-8	3%	i	0	0%	4%	30%
COc1ccccc1NC(=S)NC(=O)C(C)(C)C
    0%	7%	-17	14%	9%[57.5 µM]	-15	-1%	21%	1%
C=CCOc1ccc(CN(C)C(=O)c2ccc(CNS(=O)(=O)c3ccc(C)c(C)c3)cc2)cc1
    u	-5%	9	5%	-46%[inhibitor]	3	10%	9%	u
Clc1ccc(CNCCC2=CCCCC2)cc1
    -9%	5%	-71*	0%	-18%[57.5 µM]	-53	0%	-14%	0%
Cc1ccccc1OCC(=O)NS(=O)(=O)c1ccc(Cl)cc1
    x	1%	14	2%	i	3	-4%	u	-20%
Nc1nc(Nc2ccccc2)nc(N2CCCC2)c1[N+](=O)[O-]
    -4%	-18%	4	u	i	-5	11%	27%	-8%
Cc1cc(SCC(=O)N/N=C/c2ccc(C(=O)O)cc2)nc2ccccc12
    u	-4%	2	6%	-5%	2	-2%	-15%	1%
C#CCNCCS(=O)(=O)N(Cc1ccc(Br)cc1)[C@@H](C)C(=O)O
    12%	0%	-26	0%	i	9	0%	10%	13%
COc1ccc(-c2cc3nc(-c4ccccc4)cc(N4CCN(C(=O)c5ccoc5)CC4)n3n2)cc1
    u	0%	28	-2%	-44%	6	-2%	u	u
CCCCNc1nc2c(S(=O)(=O)c3ccc(Br)cc3)nnn2c2ccsc12
    -1%	0%	x	x	-25%	3	x	6%	6%
CCOC(=O)C1(Cc2ccccc2C(F)(F)F)CCN(CC(O)CO)CC1 (stereo not given)
    -13%	18%	-1	0%	-9%	-5	-1%	-6%	u
Cc1cccc(NC(=O)c2cc(-c3ccccn3)nc3ccccc23)c1C
    10µM*	-8%	16	-1%	-40%[inhibitor]	-8	6%	-8%[9.22 µM]	u
CCOc1ccc(N(CC)C(=O)CCNC(=O)Cn2ccc3ccccc3c2=O)cc1
    23µM*	-22%	9	2%	i	-1	6%	10%	0%
COc1ccccc1N(C)S(=O)(=O)c1ccc(C(=O)NC2CCCCCC2)cc1
    -10%	-12%	u	3%	-36%[inhibitor]	0	6%	0%	10µM*
COc1cccc(NC(=O)c2ccc3c(c2)N(CC(=O)N2CCCCC2)C(=O)C(C)(C)O3)c1
    u	-1%	-13	9%	i	-6	0%	4%	-7%

Compound profiles (already shown). Order of screens: KB-V1 cytotox	GLP1R cytotox	DRD3 antagonist	GLP1R ag	PTHR1 ag	D3 ag	aSyn yeast inh	TDP-43 yeast inh	GLP-1R inv ag
COc1cccc(NC(=O)c2ccc3c(c2)N(CC(=O)N2CCCCC2)C(=O)C(C)(C)O3)c1 as listed: u	-1%	-13	9%	i	-6	0%	4%	-7%
CCCCNc1nc2c(S(=O)(=O)c3ccc(Br)cc3)nnn2c2ccsc12 as listed: -1%	0%	x	x	-25%	3	x	6%	6%
Nc1nc(Nc2ccccc2)nc(N2CCCC2)c1[N+](=O)[O-] as listed: -4%	-18%	4	u	i	-5	11%	27%	-8%

Other compounds
Values run as follows: KB-V1 cytotox	GLP1R cytotox	DRD3 antagonist	GLP1R ag	PTHR1 ag	D3 ag	aSyn yeast inh	TDP-43 yeast inh	GLP-1R inv ag
COc1cc(-c2cc3n(C)c(C)c(CCC(=O)O)c(=O)n3n2)cc(OC)c1OC
    u	2%	x	0%	i	0	x	13%	13%
CC1(C(=O)NS(=O)(=O)c2cccc(C#N)c2)CCN1C(=O)C1(c2ccc(Cl)cc2)CCC1 (stereo not given)
    -7%	1%	11	-3%	-52%[inhibitor]	2	28µM*	8%	-25%
O=C(Nc1ccc(C(=O)O)cc1)Nc1ccc(F)cc1F
    4%	-1%	10	-1%	i	-1	-15%	-19%	2%
CCOc1c(Cl)cc(/C=N/NC(N)=S)cc1OC
    7.3µM*	u	3	17%	-11%	3	0%	u	u
Cc1cc(C(=O)OCC(=O)c2cccs2)ccc1[N+](=O)[O-]
    12%	-6%	5	17%	-9%	-4	1%	-15%	-18%
CC(C)c1ccc(-c2noc(SCC(=O)N(C)c3ccc(F)cc3)n2)cc1
    -3%	-7%	x	x	-80%[inhibitor]	4	x	14%	u
Cc1ccc(S(=O)(=O)NC(CC(=O)O)c2ccc(F)cc2)cc1 (stereo not given)
    u	-10%	14	-4%	-1%	8	1%	x	12%

A portion of the library; the hit share may differ from the screen's.
